MEKK2 WT-MEK5 = raises or lowers MEK5 binding to wildtype human MEKK2 PB1 domain; Q9Y2U5; bead flow cytometry, Alexa488-MEK5 binding to MEKK2 WT; actives lie on both sides; binding response (% of control), % at 10 µM; actives 1.1% (n = 290,000); AID 1531; in the data active means binding response below about 67% or above about 130%
CRFR2-BP antag = CRF-BP/CRF-R2 complex antagonism; actives 0.59% (n = 350,000); HEK293 CRF-R2/CRF-BP, CRF-induced calcium fluorescence; inhibition, % at 11.8 µM; AID 588475;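 active means inhibition of the ligand-induced calcium signal above about 50% at the single tested concentration, limit read from the data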
SUMO HTRF inh = inhibitors of human SUMOylation (UBC9). HTRF SUMOylation assay, SAE1/SAE2 + UBC9, in vitro. inhibition, % at 35 µM. actives 0.36% (n = 290,000); in the data active means inhibition above about 50%, passing the limit was not always enough; further: strong numbers were not always called active
Target sequence (P63279 whole entry, looked up): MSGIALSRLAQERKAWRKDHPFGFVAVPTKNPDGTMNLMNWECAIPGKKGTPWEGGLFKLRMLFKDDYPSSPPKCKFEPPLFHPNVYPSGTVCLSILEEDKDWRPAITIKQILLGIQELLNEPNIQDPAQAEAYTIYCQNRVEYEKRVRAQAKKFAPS
MEKK3 PB1 HTS = modulators (inhibitors or enhancers) of MEK5 binding to human MEKK3 PB1 domain; actives 1.4% (n = 290,000); AID 1529; binding response (% of control), % at 10 µM; bead-based flow cytometry, Alexa488-MEK5 binding to MEKK3; actives lie on both sides; 0 = blocked by unlabeled MEK5, 100 = vehicle;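 active means binding response more than 3 SD above or below the average of its plate-row segment, actives on both sides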;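 further: Alexa488 bead fluorescence after subtracting the streptavidin-only scavenger bead signal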
Target sequence (Q99759 whole entry, looked up, the tested form may be a part): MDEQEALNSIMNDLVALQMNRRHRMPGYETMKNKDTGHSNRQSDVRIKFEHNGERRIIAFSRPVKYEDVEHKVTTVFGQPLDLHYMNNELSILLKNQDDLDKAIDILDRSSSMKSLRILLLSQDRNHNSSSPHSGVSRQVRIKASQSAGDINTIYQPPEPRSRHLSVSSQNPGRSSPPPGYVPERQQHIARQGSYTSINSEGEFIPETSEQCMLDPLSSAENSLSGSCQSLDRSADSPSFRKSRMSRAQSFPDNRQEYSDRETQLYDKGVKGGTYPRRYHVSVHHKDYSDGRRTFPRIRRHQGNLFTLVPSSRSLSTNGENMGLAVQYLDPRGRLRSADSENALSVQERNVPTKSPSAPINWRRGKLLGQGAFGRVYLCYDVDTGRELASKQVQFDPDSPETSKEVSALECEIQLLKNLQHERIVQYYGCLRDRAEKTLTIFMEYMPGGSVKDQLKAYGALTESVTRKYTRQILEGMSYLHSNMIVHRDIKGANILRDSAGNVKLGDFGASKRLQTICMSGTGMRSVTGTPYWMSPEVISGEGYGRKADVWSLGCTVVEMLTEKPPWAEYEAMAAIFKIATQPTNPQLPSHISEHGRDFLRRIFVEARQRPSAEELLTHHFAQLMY
MEKK2mut PB1 HTS = signal of MEK5 binding to mutant human MEKK2 PB1 domain | bead flow cytometry, Alexa488-MEK5 binding to MEKK2 mutant | percent response, % at 10 µM | actives 0.35% (n = 290,000) | AID 1530; in the data active means percent response above about 24%, passing the limit was not always enough; further: inactives centre near 1; some results filed as inactive read as strong as hits
FID counter = counter-screen for HCV NS3 helicase inhibitors: DNA intercalator displacement; DNA fluorescent intercalator displacement, fluorescence; inhibition, % at 7.9 µM; actives 0.17% (n = 290,000); AID 1845; in the data active means inhibition above about 37%;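 further: 0% = vehicle and 100% = reference compound; higher means more ethidium bromide displaced from hairpin DNA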
HCV NS3 hel inh = inhibitors of Hepatitis C virus NS3 helicase | NS3 helicase DNA unwinding, Cy5 molecular beacon fluorescence | inhibition, % at 10.9 µM | actives 0.56% (n = 290,000) | AID 1800;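 active means inhibition above the mean of all tested compounds plus 3 SD, set per campaign, cut at about 35% in these data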;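 further: 0% = DMSO wells and 100% = thioflavine S control wells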
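System: HCV NS3 helicase fragment; control set: DMSO and thioflavine S; technique: Cy5 fluorescence at 0 and 60 min, beacon hairpin quenching; reagent: beacon DNA duplex substrate plus ATP; replicates: singlicate; schedule: 1 h reaction at 25 °C, ATP-initiated; medium: MOPS buffer pH 6.5 with MgCl2, DTT, Tween20, BSA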
CRFBP-R2 agonist = agonists of human CRF-binding protein/CRF-R2 receptor complex; actives 0.46% (n = 350,000); HEK293 CRF-R2/CRF-BP, calcium dye fluorescence (FLIPR); percent of saturating CRF peptide response; activation, % at 13.2 µM;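 active means activation of at least 50%, plus an integration ratio under a set limit after plate pattern correction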;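 further: plate controls were neutral control wells without compound for no effect and CRF at EC100 for full effect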
GalR3 antagonist = human GalR3 antagonism. O60755. HEK293 GalR3-CNG cAMP membrane potential fluorescence; galR3 body fused to GalR1 C-terminus. inhibition, % at 3 µM. actives 0.44% (n = 360,000). AID 651719;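 active means inhibition above the screen-wide average plus 3 SD, cut at about 13% in these data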;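 further: forskolin and galanin both at EC90 stimulate the cells; cAMP rise reported by CNG channel membrane potential dye signal; 0% = forskolin plus galanin with DMSO and 100% = forskolin alone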
Starred values were filed as active, the others as inactive; nt = no result given.

SMILES	MEKK2 WT-MEK5	CRFR2-BP antag	SUMO HTRF inh	MEKK3 PB1 HTS	MEKK2mut PB1 HTS	FID counter	HCV NS3 hel inh	CRFBP-R2 agonist	GalR3 antagonist
Cc1cc(C)cc(NC(=O)CSc2nc3[nH]c(=O)cc(O)c3s2)c1	104	4	12	102	1	-11	16	-0.2	-6
CCc1ccc(NC(=O)CS(=O)CC(=O)NC(C)CCc2ccco2)cc1 (stereo unspecified)	104	-5	7	106	3	-27	1	-0.4	-2
Cn1cccc1CC(=O)N/N=C/C=C/c1ccccc1	93	8	12	93	-2	-13	18	0.1	-4
O=c1c2ccccc2oc2nc(-c3cccs3)n(CCc3ccccc3)c(=O)c12	102	nt	-8	114	0	-3	-11	nt	nt
CNS(=O)(=O)c1cc(OC)c(OC)cc1CC(=O)OC	75	2	4	71	-11	1	-1	-0.4	3
CC1Cc2ccccc2N1C(=O)CN1CCc2ccccc2C1 (stereo unspecified)	105	8	-14	103	2	2	3	0.3	-2
CCOC(=O)C1Nc2ccccc2C2c3ccccc3CC12 (stereo unspecified)	96	-7	nt	88	-1	nt	nt	1.1	-6
CCN(CC)C(=O)c1ccc2nc3ccccc3nc2c1	102	-6	15	101	1	-1	2	0.1	-3
S=C(NCCc1ccccc1)Nc1cnc2ccccc2c1	100	9	-6	102	-4	-6	-8	0.2	-2
CCOC(=O)C1CCN(C(=O)CS(=O)Cc2nc(-c3ccc(C)cc3)oc2C)CC1 (stereo unspecified)	112	0	1	112	10	-37	8	-4.8	nt
CSc1ncccc1C(=O)Nc1ccc(C)cn1	101	4	-5	100	4	-5	0	-0.1	-1
O=C1CC(SC(=Nc2ccccc2)Nc2ccccc2)C(=O)N1c1cccc(Cl)c1 (stereo unspecified)	102	-2	0	104	4	1	-2	3.1	2
COc1cc(NC(=O)CN2C(=O)NC(C)(c3ccc4ccccc4c3)C2=O)c(C)cc1[N+](=O)[O-] (stereo unspecified)	89	-22	-19	86	-6	15	-14	-1.6	-4
Cc1ccccc1NC(NC(=O)OCCn1c([N+](=O)[O-])cnc1C)C(Cl)(Cl)Cl (stereo unspecified)	108	14	-14	94	0	0	-3	-2.1	-5
O=C(NCC(=O)N1CCN(Cc2ccccc2)CC1)c1ccc(Cl)cc1	105	-6	26	103	4	-22	4	-1.4	1
O=C(CCNS(=O)(=O)c1ccc(Cl)cc1)NCc1ccccn1	103	6	-16	99	4	1	4	-0.1	-6
O=C(Nc1ncc(Cc2ccccc2Cl)s1)C1=NCCN1	105	0	-22	106	1	-3	-8	-0.9	-2
COc1ccc(NC(=O)c2cn(C)c(=O)c3cc(OC)c(OC)cc23)cc1OC	106	18	21	106	7	-25	-13	-2.0	-5
O=C(Cn1ncc(Cl)c(Cl)c1=O)NC1CCS(=O)(=O)C1 (stereo unspecified)	109	-2	-23	107	4	-1	-9	3.8	9
O=C(CCl)Nc1cccn2ncnc12	104	5	7	104	1	-3	-20	2.2	-4
O=C(Nc1ccccn1)c1cccnc1	96	-4	0	98	-8	-3	14	1.5	-2
COc1ccccc1N1CCN(C(=O)CCCn2c(=O)[nH]c3ccsc3c2=O)CC1	104	-1	8	107	12	-26	1	-0.4	3
Cc1occc1-c1nnc(SCC(=O)N2c3ccccc3CCc3ccccc32)n1C	99	-12	27	96	-1	-33	-4	-1.5	-3
Cc1ccc(S(=O)(=O)NCC(=O)N(CCc2ccccc2)CC(=O)NCc2ccco2)cc1	103	12	-3	106	4	-38	8	-1.3	0
CC(=O)C1=C(O)C(=O)N(CCCn2ccnc2)C1c1ccc(Br)cc1 (stereo unspecified)	94	13	4	99	-10	-2	3	0.2	-4
CCCc1cc(C(=O)Nc2ccc(CC)cc2)no1	97	-7	-2	97	-6	-9	0	0.2	-6
Cc1c(NC(=O)CSc2nnnn2-c2ccc(O)cc2)c(=O)n(-c2ccccc2)n1C	97	-13	-9	96	-1	-8	2	1.3	-7
COc1cccc(/C=N/N2CCN(Cc3ccccc3)CC2)c1O	98	-25	21	99	4	-13	-2	-3.6	-5
CCOC(=O)C(=Cc1ccc(Br)cc1)C(=O)OCC	105	5	17	103	2	-15	-5	3.2	-2
COC(=O)c1sccc1NC(=O)Nc1ccccc1C	99	0	12	102	0	-14	1	-1.1	-1
N#Cc1ccc(N2CCOCC2)c([N+](=O)[O-])c1	102	6	-4	99	-2	1	3	0.5	6
O=C(O)c1ccccc1NS(=O)(=O)c1cccc(C(F)(F)F)c1	99	24	15	95	3	-19	23	-2.0	-5
Cc1ccc2nc(N/C(N)=N/S(=O)(=O)c3ccc([N+](=O)[O-])cc3)nc(C)c2c1	98	8	-2	97	-2	-1	9	-3.6	-3
Cc1noc(C)c1C(=O)NCCc1ccccc1	110	2	-14	103	5	-4	8	-1.4	-5
O=C(O)c1ccc(CN(c2ccccn2)S(=O)(=O)c2ccccc2)cc1	114	4	8	104	8	0	0	-4.3	-5
CC1(C)OC2OC(C(=O)N/N=C/c3cc(Br)ccc3O)C3OC(C)(C)OC3C2O1 (stereo unspecified)	98	8	15	94	-2	-16	-3	-0.3	-1
COc1ccc(C(=O)O)cc1S(=O)(=O)NC(C)(C)C	108	-19	-12	104	10	-5	3	0.2	2
CCOc1ccc(N2CC(C(=O)Nc3cccc(C)c3C)CC2=O)cc1 (stereo unspecified)	112	9	16	105	15	-4	5	1.6	1
Cn1c(CNC(=O)OC(C)(C)C)nnc1SCC(=O)N1CCOCC1	95	-8	27	100	-4	-6	-4	0.1	-1
O=C(CN1C(=O)NC2(CCCC2)C1=O)NCCC1=CCCCC1	100	20	4	101	16	-1	1	0.2	5
COc1ccc(C(C#N)C2(C)OCCO2)cc1OC (stereo unspecified)	104	11	-12	103	5	-3	-2	-0.1	1
O=C(O)c1ccc(N=Nc2c(O)ccc3ncccc23)cc1	96	3	19	100	4	-27	33	-2.0	-9
Cc1cc(/C=C(/C#N)C(=O)O)c(C)n1-c1cccc2ccccc12	105	76*	6	105	-1	-14	6	-4.5	6
O=C(NC1CCSc2ccccc21)c1ccc(C(F)(F)F)cc1 (stereo unspecified)	100	-9	-4	100	0	-6	-1	0.3	-10
CC1=NN(C(=O)CCc2ccccc2)C(c2ccccc2)C1 (stereo unspecified)	106	-3	23	100	0	-13	1	0.4	-4
C#CCN1C(=O)C(O)(CC(=O)/C=C/C=C/c2ccccc2)c2ccccc21 (stereo unspecified)	95	-5	4	95	-3	-27	-1	0.2	-6
O=[N+]([O-])c1ccc(Cc2ccncc2)cc1	101	13	0	110	0	2	4	-4.9	-5
O=C(Nc1cccc(F)c1)C1CCN(C(=O)NCc2ccccc2)CC1	102	-3	-1	100	-3	-6	5	0.7	-8
O=C(NCc1ccccc1)C(C(=O)c1ccc(F)cc1)n1ccccc1=O (stereo unspecified)	96	-21	7	99	-4	-6	-3	0.5	-4
CC(/C=C/C=C/c1ccccc1)=N\NC(=O)c1cccnc1	95	-3	19	103	-9	-11	2	1.3	0

Carrying on.
SMILES	MEKK2 WT-MEK5	CRFR2-BP antag	SUMO HTRF inh	MEKK3 PB1 HTS	MEKK2mut PB1 HTS	FID counter	HCV NS3 hel inh	CRFBP-R2 agonist	GalR3 antagonist
CCN(C#N)c1nc(NC(C)C)nc(NC(C)C)n1	95	-11	9	96	0	-11	-2	-1.6	nt
COC(=O)[C@@H]1C(c2ccccc2)(c2ccccc2)[C@@]1(C)C(=O)OC	121	33	19	103	22	-15	0	0.0	-3
CCN(CC)CCC(=O)N1c2ccccc2CCc2ccc(NC(=O)OC)cc21	103	-2	-11	101	2	8	4	1.5	-11
CC(C)CC(=O)NC(=S)Nc1ccccn1	99	-23	-1	99	-1	-3	0	-0.5	3
C/C(N)=C(/C#N)C(=O)COC(=O)CCC1CCCC1	105	-14	-11	102	1	-14	-5	0.4	-4
COC(=O)Cc1[nH]nc2c1C1(CCSCC1)C(C#N)=C(N)O2	97	1	7	99	0	-4	6	0.2	1
COc1ccc(N(CC(=O)O)S(=O)(=O)c2ccccc2[N+](=O)[O-])c(OC)c1	93	3	-11	95	-42	2	-2	-0.4	-4
O=C(Nc1ccc(CN2CCCCC2)cc1)c1sc2ccccc2c1Cl	85	-11	21	87	-31	14	-72	1.4	-2
Cc1cccc(-n2cc[nH]c2=S)c1	98	15	-6	101	-2	-6	-16	-2.4	-2
CCc1nc(NCC2CCCO2)c(C#N)c2c1COC(C)(C)C2 (stereo unspecified)	103	-18	-22	104	1	-29	-7	0.4	-5

A different layout for part of the listing above:
CCc1nc(NCC2CCCO2)c(C#N)c2c1COC(C)(C)C2 (stereo unspecified)
  MEKK2 WT-MEK5: 103 | CRFR2-BP antag: -18 | SUMO HTRF inh: -22 | MEKK3 PB1 HTS: 104 | MEKK2mut PB1 HTS: 1 | FID counter: -29 | HCV NS3 hel inh: -7 | CRFBP-R2 agonist: 0.4 | GalR3 antagonist: -5
CCN(C#N)c1nc(NC(C)C)nc(NC(C)C)n1
  MEKK2 WT-MEK5: 95 | CRFR2-BP antag: -11 | SUMO HTRF inh: 9 | MEKK3 PB1 HTS: 96 | MEKK2mut PB1 HTS: 0 | FID counter: -11 | HCV NS3 hel inh: -2 | CRFBP-R2 agonist: -1.6 | GalR3 antagonist: nt
COC(=O)Cc1[nH]nc2c1C1(CCSCC1)C(C#N)=C(N)O2
  MEKK2 WT-MEK5: 97 | CRFR2-BP antag: 1 | SUMO HTRF inh: 7 | MEKK3 PB1 HTS: 99 | MEKK2mut PB1 HTS: 0 | FID counter: -4 | HCV NS3 hel inh: 6 | CRFBP-R2 agonist: 0.2 | GalR3 antagonist: 1
CC(C)CC(=O)NC(=S)Nc1ccccn1
  MEKK2 WT-MEK5: 99 | CRFR2-BP antag: -23 | SUMO HTRF inh: -1 | MEKK3 PB1 HTS: 99 | MEKK2mut PB1 HTS: -1 | FID counter: -3 | HCV NS3 hel inh: 0 | CRFBP-R2 agonist: -0.5 | GalR3 antagonist: 3

Screens deposited in PubChem BioAssay by several laboratories.

A portion of the library; rates above refer to the full screens.
